Source: PubChem BioAssay (Sanford-Burnham Center for Chemical Genomics)
KOR beta-arrestin-1: KOR agonists, beta-arrestin recruitment, primary screen, cell-based, luminescence, uHTS (AID 1777); 0.02% of 280,000 active; KOR beta-arrestin recruitment, luminescence; higher % means a stronger effect; activation, % at 10 µM; hits with a dose series show EC50 in µM; Kappa-type opioid receptor (Homo sapiens); in the data active = activation above about 50%, passing the limit was not always enough; also: a part of the inactive calls stands beside numbers as strong as those of hits
NOD2 inhibition: NOD2 signaling inhibitors, cell-based, luminescence, uHTS, HEK293 (AID 1566); HEK293 NOD2/NF-kB luciferase reporter, luminescence; higher % means a stronger effect; inhibition, % at 4 µM, or EC50 in µM where a hit was titrated; 0.63% of 290,000 active; also: many of its hits are not listed in these tables
TNAP activation fold: human TNAP enzyme activators, primary screen, biochemical, luminescent, no phosphate acceptor, uHTS (AID 1001). Alkaline phosphatase, tissue-nonspecific isozyme (Homo sapiens). 0.03% of 200,000 active. purified TNAP, luminescent activation assay, no phosphate acceptor; higher activation fold means a stronger effect. activation fold at 20 µM; hits with a dose series show EC50 in µM; in the data active = activation fold from about 3, or a potency from the dose series; inactive = the rest, 99 in 100 with activation fold below about 1.6; also: many of its hits are not listed in these tables
XIAP antagonists: XIAP antagonists, biochemical, IAP family, fluorescence polarization (AID 1018); E3 ubiquitin-protein ligase XIAP (Homo sapiens); XIAP BIR domain, fluorescence polarization peptide displacement; higher % means a stronger effect; one-dose displacement, % at 20 µM; IC50 in µM for titrated hits; 0.007% of 200,000 active; in the data active = displacement above about 50%; also: a part of the inactive calls stands beside numbers as strong as those of hits
NOD1 NF-kB reporter: NOD1 signaling inhibitors, primary screen, cell-based, luminescence, uHTS (AID 1578). one-dose inhibition, % at 4 µM; EC50 in µM for titrated hits. 1% of 290,000 active. NOD1-driven NF-kB luciferase reporter cells, luminescence; higher % means a stronger effect; in the data active = inhibition mostly above about 36%, no sharp cut-off; inactive = mostly below about 34%;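 also: HEK-293T reporter cells stimulated with the NOD1 agonist gamma-tri-DAP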
LYP inhibition: inhibitors of LYP phosphatase, biochemical, fluorescence intensity, uHTS (AID 1779) | inhibition, % at 11.5 µM, or IC50 in µM where a hit was titrated | Tyrosine-protein phosphatase non-receptor type 22 (Homo sapiens) | recombinant LYP phosphatase, fluorescence intensity; higher % means a stronger effect | 0.054% of 290,000 active;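 also: plate controls were vehicle with enzyme for no effect and no enzyme for full effect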
PMI inhibition: human PMI inhibitors, high substrate, primary screen, biochemical, fluorescence intensity, high mannose 6-phosphate (AID 1220); one-dose inhibition, % at 20 µM; IC50 in µM for titrated hits; 0.66% of 190,000 active; recombinant PMI enzyme, coupled fluorescence intensity; higher % means a stronger effect
KOR beta-arrestin-2: KOR antagonists, beta-arrestin recruitment, cell-based, luminescence, uHTS (AID 1778) | 0.091% of 290,000 active | Kappa-type opioid receptor (Homo sapiens) | KOR beta-arrestin recruitment, luminescence, antagonist mode; higher % means a stronger effect | inhibition, % at 10 µM, or IC50 in µM where a hit was titrated; also: strong numbers were not always called active
human PMI inhibition: inhibitors of human PMI, primary screen, biochemical, fluorescence intensity, coupled assay (AID 1209). Mannose-6-phosphate isomerase (Homo sapiens). purified PMI enzyme, coupled fluorescence intensity; higher % means a stronger effect. inhibition, % at 20 µM, or IC50 in µM where a hit was titrated. 0.42% of 190,000 active;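 also: plate controls were DMSO vehicle for no effect and wells lacking substrate for full effect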
Numbers without * were called inactive; / = no result given; [ ] = another dose, or the depositor's remark. Rule as the data show it, unless noted: active = inhibition above about 50%; inactive = the rest.

Value order – KOR beta-arrestin-1	NOD2 inhibition	TNAP activation fold	XIAP antagonists	NOD1 NF-kB reporter	LYP inhibition	PMI inhibition	KOR beta-arrestin-2	human PMI inhibition
Cc1ccc(C)c(-n2nnnc2SCC(=O)NCCC2=CCCCC2)c1
  0.5%	1%	1.1	-3.5%	-28%	6%	16%	-5%	17%
Cc1ccc(/C=C/C(=O)NC(=S)Nc2ccc(S(=O)(=O)Nc3cc(C)on3)cc2)cc1
  -1.0%	11%	/	/	-26%	-5%	/	-5%	/
COCCN(Cc1cc2cc3c(cc2nc1Cl)OCO3)C(=O)Nc1ccccc1OC
  4.5%	-2%	1.1	-3.0%	15%	2%	14%	-23%	11%
O=C(O)c1cc(-c2ccc(/C=N/N3C(=O)C4C5C=CC(C6CC56)C4C3=O)o2)ccc1Cl (configuration not stated)
  0.7%	3%	1.1	-5.8%	-22%	6%	-11%	-6%	-15%
Cn1cccc1CC(=O)N/N=C\c1cccs1
  -3.4%	0%	1.1	-0.5%	-2%	-6%	-6%	18%	-5%
Cc1cc(C)cc(OCC(=O)O/N=C(\N)c2ccccn2)c1
  -2.5%	5%	1	-3.3%	-6%	-9%	4%	-28%	7%
O=C(CN1CCN(S(=O)(=O)c2ccc(F)cc2)CC1)c1ccc(O)c(O)c1
  1.2%	11%	0.4	-4.7%	18%	-6%	-38%	-29%	-3%
COc1cccc2c1Oc1ncccc1N(C(=O)CCC(=O)NCc1ccc(C)cc1)C2
  -3.5%	4%	/	/	-29%	-3%	/	10%	/
Cc1cc(NC(=O)c2ccc3c(c2)C(=O)N(Cc2cccnc2)C3=O)no1
  2.6%	-4%	1.1	49%	9%	-6%	-9%	-25%	4%
Cc1ccc(NC(=O)COc2ccc(/C=N\NC(=O)c3cccnc3)cc2)cc1C
  -2.7%	-10%	/	/	-45%	-5%	/	14%	/
COc1ccc(CNC(=O)CSc2n[nH]c(N)n2)cc1OC
  -2.1%	8%	/	/	-12%	-6%	/	2%	/
CC1CCCCN1CC(O)COc1ccc(OCC(O)CN2CCCCC2C)cc1 (configuration not stated)
  1.1%	-4%	/	/	-34%	-8%	/	9%[20 µM]	/
Cc1ccc2c(c1)CCCN2C(=O)CSc1ccccc1
  -1.1%	-7%	/	/	-57%	-3%	/	3%	/
CCc1cccc(NC(=O)CCCn2nc(CC)n3c(cc4occc43)c2=O)c1
  -5.8%	29%	/	/	7%	-5%	/	-25%	/
CCCn1c(C)cc(C(=O)CN2C(=O)c3cccc(N)c3C2=O)c1C
  -2.3%	-60%	1.1	-4.8%	-40%	0%	-2%	29%	3%
CC(=O)c1ccc(N(CC(=O)NC2CCCCC2)C(=O)c2csnn2)cc1
  1.4%	9%	/	/	-14%	-11%	/	-14%	/
CS(=O)(=O)N1CCc2cc(S(=O)(=O)NCCNS(=O)(=O)c3ccc4c(c3)CCN4S(C)(=O)=O)ccc21
  -3.1%	13%	1	1.7%	-24%	1%	-4%	-17%	1%
O=C(NCCCN1CCCCC1)C1CCN(S(=O)(=O)N2CCC3(CC2)OCCO3)CC1
  2.8%	19%	/	/	-7%	-10%	/	-4%	/
Cc1onc(-c2ccccc2)c1C(=O)Nc1ccc(C(=O)N2CCCCC2)cc1
  -2.8%	4%	/	/	2%	-9%	/	-5%[20 µM]	/
Cc1cccc(OCC(=O)NCc2nc(-c3ccccc3)no2)c1
  3.8%	22%	/	/	-14%	-6%	/	18%	/
COc1ccc(N(CC(O)Cn2c3ccccc3c3ccccc32)S(=O)(=O)c2ccccc2)cc1 (configuration not stated)
  8.5%	-4%	1.1	0.1%	12%	1%	8%	1%	12%
CCn1c(SCC(=O)N(Cc2ccccc2)C2CCS(=O)(=O)C2)nc2ccccc2c1=O (configuration not stated)
  3.3%	-8%	1.1	-1.8%	4%	-9%	-6%	12%	-6%
C=CCN1C(=O)c2ccc(C(=O)NCCc3ccc(F)cc3)cc2C1=O
  6.8%	0%	/	/	-10%	-6%	/	-4%	/
CCn1c(SCC(=O)NNC(=O)Cc2ccccc2)nnc1-c1ccccc1
  6.3%	5%	2.5	-4.0%	-2%	-4%	-4%	12%	-1%
Cc1[nH]c(C)c(S(=O)(=O)N2CCN(c3ccccc3)CC2)c1C(=O)N1CCCCC1
  -2.2%	-1%	/	/	-10%	-6%	/	-11%	/
Cc1cc(C)n(-c2ccc(NC(=O)C3CCCCN3C(=O)c3cccs3)cc2)n1 (configuration not stated)
  8.0%	9%	/	/	-3%	-10%	/	-15%	/
CCOP(=O)(OCC)C(Nc1cccc([N+](=O)[O-])c1)c1ccc(OC)cc1 (configuration not stated)
  -3.1%	8%	/	/	-16%	1%	/	4%	/
COc1ccccc1NC(=O)CNC(=O)c1ccccc1C
  -6.6%	13%	1.1	-7.1%	7%	-11%	0%	-8%	7%
CS(=O)(=O)N(CC(=O)N/N=C/c1ccccn1)c1ccc(Oc2ccccc2)cc1
  -6.8%	-4%	1.6	-2.2%	-19%	-3%	3%	-1%	11%
C=C1CCN([C@H](C(=O)Nc2ccc(OC)cc2)C(C)C)S(=O)(=O)c2ccccc21
  -0.2%	-28%	/	/	-9%	-2%	/	/	/

Rewritten field by field: two of the compounds above
CCn1c(SCC(=O)N(Cc2ccccc2)C2CCS(=O)(=O)C2)nc2ccccc2c1=O (configuration not stated)
  KOR beta-arrestin-1 = 3.3%
  NOD2 inhibition = -8%
  TNAP activation fold = 1.1
  XIAP antagonists = -1.8%
  NOD1 NF-kB reporter = 4%
  LYP inhibition = -9%
  PMI inhibition = -6%
  KOR beta-arrestin-2 = 12%
  human PMI inhibition = -6%

C=CCN1C(=O)c2ccc(C(=O)NCCc3ccc(F)cc3)cc2C1=O
  KOR beta-arrestin-1 = 6.8%
  NOD2 inhibition = 0%
  TNAP activation fold = /
  XIAP antagonists = /
  NOD1 NF-kB reporter = -10%
  LYP inhibition = -6%
  PMI inhibition = /
  KOR beta-arrestin-2 = -4%
  human PMI inhibition = /

(continued)
Value order – KOR beta-arrestin-1	NOD2 inhibition	TNAP activation fold	XIAP antagonists	NOD1 NF-kB reporter	LYP inhibition	PMI inhibition	KOR beta-arrestin-2	human PMI inhibition
CCOC(=O)c1c(C)[nH]c(C(=O)C(C)OC(=O)c2cccc(OCc3c(C)noc3C)c2)c1C (configuration not stated)
  -2.7%	18%	1.1	-5.9%	32%	2%	12%	22%	15%
O=S(=O)(NN=C1CCCCCCC1)c1ccc(Br)cc1
  1.0%	3%	1.1	-8.3%	-15%	3%	-24%	-53%	-26%
CC1=C(C#N)C(NC(=O)C2CC2)(C(F)(F)F)C(=O)N1 (configuration not stated)
  2.4%	-4%	1.1	-7.9%	-32%	-4%	6%	16%	2%
Cc1cccc(C)c1NC(=O)CN(c1ccccn1)S(=O)(=O)c1ccccc1
  1.6%	7%	1.1	-9.4%	-37%	-4%	2%	-4%	0%
COc1ccc(NCC(=O)Nc2ccc(Br)cc2F)c(OC)c1
  3.5%	-3%	/	/	-6%	1%	/	-5%	/
COc1cc(C(=O)NCC2(c3ccccc3)CCCC2)cc(OC)c1OC
  -2.9%	16%	/	/	38%	-10%	/	18%	/
CC(C)c1[nH]nc2c1C(Cc1ccccc1)C(C#N)=C(N)O2 (configuration not stated)
  -2.6%	-6%	1.1	-1.7%	-8%	-6%	9%	-57%	4%
CCO[C@@H]1OC(C(=O)Nc2ccccc2)=C[C@H](c2ccc3c(c2)OCO3)[C@H]1CCCO
  1.8%	4%	1.1	-0.7%	-12%	-2%	11%	1%	17%
CCOC(=O)NNS(=O)(=O)c1cc(Br)ccc1Br
  0.2%	0%	1.1	-3.2%	-30%	-2%	-14%	16%	-30%
COc1ccccc1C1CCN(c2cc(O)ccc2[N+](=O)[O-])CC1
  -0.8%	4%	/	/	8%	-1%	/	-5%	/
Cc1n[nH]c(C)c1CCN(C)Cc1cn(C)nc1-c1ccc2c(c1)OCCO2
  0.4%	9%	1	-7.7%	-2%	-12%	17%	2%[20 µM]	23%
COc1ccc(CNC(=O)[C@H](NC(=O)C2CCN(C(=O)[C@@H](N)CCSC)CC2)C(C)C)cc1
  -1.6%	15%	/	/	31%	-9%	/	-22%[20 µM]	/
Cc1ccc(N=C/C(C(=O)C(F)(F)F)=C(\O)c2cccs2)cc1
  2.3%	-265%	1.1	-2.8%	-41%	6%	0%	-44%	13%
Fc1ccc(/C=N/Nc2nccnc2Cl)cc1
  -0.1%	-40%	/	/	-52%	2%	/	-1%	/
CCC(=O)Nc1cc2c3c(c1)CCC(=O)N3CCC2
  11%	8%	/	/	-11%	-10%	/	-5%	/
CN1CCN(c2oc(-c3ccccc3F)nc2S(=O)(=O)c2ccc(Cl)cc2)CC1
  1.6%	4%	/	/	-4%	-7%	/	-17%	/
COc1cc2c(cc1OC)C1=C(C#N)COCN1CC2
  4.5%	10%	1.1	-1.5%	10%	-8%	34%	15%	-18%
CC(C)CCNC(=O)c1c(CSc2ccccc2)noc1C(=O)NCc1ccccc1
  -1.6%	0%	/	/	-7%	2%	/	13%	/
CC(C)(C)c1csc(NC(=O)Cn2cnc3ccccc3c2=O)n1
  -1.7%	-16%	1	-5.3%	-21%	0%	17%	24%	38%
CC(C)(C)c1ccc(S(=O)(=O)NCc2ccc(C(=O)NCc3ccccn3)cc2)cc1
  2.1%	-2%	1.2	-2.6%	-12%	-5%	-1%	-4%	0%
Cc1ccc(C(=O)NCCCNC(=O)c2cccnc2)cc1
  -1.4%	13%	/	/	-34%	-7%	/	-51%	/
Cc1cc(C)c2oc(-c3cccc(NC(=O)c4ccc(F)cc4)c3)nc2c1
  3.4%	-2%	1.1	-4.8%	-80%	0%	-5%	-94%	-3%
CSc1ccc(CCNC(=O)CCc2nnc3ccc(N4CCCCC4)nn23)cc1
  -2.2%	12%	/	/	-26%	-6%	/	18%[20 µM]	/
CC(C)(C)c1ccc(NC(=O)c2c(F)cccc2Cl)cc1
  -1.8%	-26%	/	/	-6%	-1%	/	5%	/
Cc1cc(N2CCC(C)CC2)n2nc(C)c(-c3ccccc3)c2n1
  3.8%	4%	1	-0.8%	-4%	3%	10%	-7%	10%
COC(=O)c1ccc(N2CCN(S(=O)(=O)c3ccc4ccccc4c3)CC2)c([N+](=O)[O-])c1
  0.1%	16%	1	-0.4%	-12%	8%	2%	-21%	6%
CN1CCN(c2ccccc2NC(=O)c2cccc([N+](=O)[O-])c2)CC1
  -3.9%	-7%	1	-5.8%	-28%	-5%	9%	8%[20 µM]	1%
COC(=O)c1cc2sccc2n1CC(=O)Nc1cccc(SC)c1
  -4.0%	-17%	1.1	0.6%	-26%	2%	9%	25%	7%
COc1ccc(/C=C(\NC(=O)c2cccs2)C(=O)Nc2ccc(C)cc2)cc1OC
  7.5%	16%	1.1	-3.3%	-6%	-1%	-3%	-1%	-1%
O=C(N1CCCCCC1)N1CCN(S(=O)(=O)c2cccc([N+](=O)[O-])c2)CC1
  0.7%	6%	/	/	-18%	-1%	/	-8%	/
COc1cc([N+](=O)[O-])c2ncsc2c1
  -1.1%	14%	1	-5.3%	-5%	-6%	26%	7%	3%
COC(=O)c1c(NC(=O)C(=O)N2CCOCC2)sc2c1CCC2
  -1.8%	24%	/	/	-10%	-7%	/	-6%	/
Cc1cc(C)n2nc(-c3ccc(Br)cc3)cc2n1
  -5.5%	-42%	/	/	-65%	-8%	/	-11%[20 µM]	/

Not all compounds are listed. The share of hits here may be higher or lower than overall.
